SDO1 yeast rescue: compounds rescuing growth of sdo1-depleted yeast, bone marrow failure model; 0.21% of 140,000 active; z-score at 10 µM; S. cerevisiae sdo1-depleted JHY4D growth rescue, OD600 30 h; hits give high values; pdr5 snq2 efflux-pump mutant strain; AID 817;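 active = z-score above 3 at both the 24 hr and the 30 hr optical density reads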;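 also: z-score against mean and SD of all compound wells on the same plate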
Insulin prom inh: TRM-6 insulin promoter activity inhibition; 0.9% of 130,000 active; TRM-6 cells (human fetal islet line), insulin promoter-eGFP reporter, imaging; reporter expression induced with tamoxifen; AID 1273; inhibition, % at 2 µM;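 active = inhibition above the mean plus 3 SD, with well images judged a real hit on visual review, cut at about 60% in these data, passing the limit was not always enough; inconclusive = inhibition over the cutoff but images rejected on review; inactive = inhibition not above the cutoff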
SDO1 yeast rescue Rescue 24 h: second read-out of SDO1 yeast rescue, no call of its own (marks repeat the call); z-score; S. cerevisiae sdo1-depleted JHY4D growth rescue, OD600; measured here: growth rescue at 24 h;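 0 is the plate mean of compound wells and units are plate SD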
The depositor's hits bear a star; i = inactive; ? = inconclusive; · = no result given.

The line under a structure holds: SDO1 yeast rescue	SDO1 yeast rescue Rescue 24 h	Insulin prom inh
- CSc1nsc(/C=C/Nc2ccc(F)cc2)c1C#N
→ ·	·	i
- COC(=O)c1cccc(NC(=O)CN(c2ccc3c(c2)OCO3)S(C)(=O)=O)c1C
→ 0.28	-1.3	-417
- CCN(CC)Cc1cc(CC(C(N)=O)C(N)=O)ccc1OC
→ 0.48	-0.58	-27
- COc1ccc(CNC(=O)CSc2nc(C)cs2)cc1
→ ·	·	-8
- Cc1nc2ccccc2cc1C(=O)NCc1ccco1
→ -0.32	-0.41	8
- Cc1cc(OCc2nn[nH]n2)c2c(C)c(Cc3ccccc3)c(=O)oc2c1
→ 1.9	2.1	-3
- CCCn1c(/N=C/c2ccc3c(c2)OCO3)nc2ccccc21
→ 1.9	3.1	-16
- O=C1OC(Nc2ccc(Br)cc2F)c2ccccc21 (stereo unspecified)
→ 0.76	0.36	-27
- CCOC(=O)CNC(=O)c1sc(NC(=O)c2cccc(F)c2)nc1C
→ -0.35	-0.67	1
- N#C/C(=C\c1ccc(Oc2ccc(C(F)(F)F)cc2[N+](=O)[O-])cc1)c1nc2ccccc2[nH]1
→ -0.73	0.25	-23

Reprinted from the part before: two compounds; new compounds follow.
The line under a structure holds: SDO1 yeast rescue	SDO1 yeast rescue Rescue 24 h	Insulin prom inh
- CCOC(=O)CNC(=O)c1sc(NC(=O)c2cccc(F)c2)nc1C
→ -0.35	-0.67	1
- N#C/C(=C\c1ccc(Oc2ccc(C(F)(F)F)cc2[N+](=O)[O-])cc1)c1nc2ccccc2[nH]1
→ -0.73	0.25	-23
- CCOC(=O)N1CCN(C(=O)/C(=C/c2ccc(OC)cc2)NC(=O)c2ccccc2)CC1
→ 0.65	0.44	·
- CCSc1nnc(-c2ccncc2)n1Cc1ccccc1
→ 0.12	0.21	-6
- Cc1ccc(CNC(=O)c2sc3nc4c(c(C(F)(F)F)c3c2N)CCC4)cc1
→ -0.13	-0.42	·
- S=c1[nH]nc(COc2ccc3ccccc3c2)o1
→ 0.51	-0.53	-35
- Cc1cc(C)c(NC(=S)NC(=O)c2c(Cl)c(C)nn2C)c([N+](=O)[O-])c1
→ -0.57	-0.32	·
- CCOC(=O)C1CCCN(CC(=O)Nc2c(F)c(F)c(F)c(F)c2F)C1 (stereo unspecified)
→ -0.07	-0.9	-18
- Cn1c(=O)c2c(nc(NCc3ccc4c(c3)OCO4)n2Cc2ccccc2)n(C)c1=O
→ -0.99	-0.65	-289
- CC(=O)NC1=NC(=O)/C(=C/N2CCOCC2)S1
→ 0.03	-0.2	-21
- Cc1ccc(S(=O)(=O)N/N=C\c2cc3c(cc2[N+](=O)[O-])OCO3)cc1
→ -0.64	-1.2	8
- Cn1ncc(Br)c1C(=O)N1CCN(C(=O)c2ccco2)CC1
→ -0.04	-0.88	0

Full records, looked up by structure. Order of values: SDO1 yeast rescue | SDO1 yeast rescue Rescue 24 h | Insulin prom inh
`CCSc1nnc(-c2ccncc2)n1Cc1ccccc1` is listed as 0.12 | 0.21 | -6
`CCOC(=O)N1CCN(C(=O)/C(=C/c2ccc(OC)cc2)NC(=O)c2ccccc2)CC1` is listed as 0.65 | 0.44 | ·
`Cc1ccc(S(=O)(=O)N/N=C\c2cc3c(cc2[N+](=O)[O-])OCO3)cc1` is listed as -0.64 | -1.2 | 8
`S=c1[nH]nc(COc2ccc3ccccc3c2)o1` is listed as 0.51 | -0.53 | -35
`CCOC(=O)C1CCCN(CC(=O)Nc2c(F)c(F)c(F)c(F)c2F)C1` (stereo unspecified) is listed as -0.07 | -0.9 | -18

(next part)
The line under a structure holds: SDO1 yeast rescue	SDO1 yeast rescue Rescue 24 h	Insulin prom inh
- Cc1ccc(OCC(=O)Nc2ccc3c(c2)CCC3)c([N+](=O)[O-])n1
→ ·	·	27
- O=C(CSc1ccc2nnc(-c3ccccc3)n2n1)N1CCCc2ccccc21
→ -1.1	-1.7	-13
- CCSc1nc2ccccc2n1CC(N)=O
→ 0.54	0.13	33
- O=C(NC1CCCCC1)N1CCCC(c2nc3ccccc3[nH]2)C1 (stereo unspecified)
→ 1.2	0.82	26
- COc1cccc(CN2CCN(Cc3ccc(O)cc3)CC2CCO)c1 (stereo unspecified)
→ ·	·	-41
- O=C(NCCc1ccccc1)c1ccc(-c2ccccc2Cl)o1
→ -0.84	-0.17	-10
- CC(C)CC(NC(=O)C1CCC(C)CC1)C(=O)Nc1cccnc1 (stereo unspecified)
→ 0.72	0.14	-23
- Cn1c(=O)c2c(nc(CN3CCc4ccccc4C3)n2CC(=O)c2ccccc2)n(C)c1=O
→ ·	·	11
- CCOC(=O)c1c(C)[nH]c(C)c1-c1ccccc1OC
→ -0.25	-0.67	15
- COc1ccc(/C=N/NC(=O)CCc2c(C)n[nH]c2C)cc1O
→ 0.14	-0.01	-8
- COc1ccccc1C(CC(=O)Nc1nccs1)c1ccco1 (stereo unspecified)
→ -0.2	-0.08	-86
- Cc1nnc(SCC(=O)NCCN2C(=O)CSC2=O)s1
→ 1.7	2	29
- COc1ccc(CNC(=O)C2CCNCC2)cc1
→ 1.2	1.4	-61
- CN1CCN(C(=S)SCC(=O)Nc2nc(-c3ccccc3)c(-c3ccccc3)o2)CC1
→ -1.3	-1.5	·
- O=C(CNS(=O)(=O)c1ccccc1)Nc1ccc(C(F)(F)F)cc1
→ 0.37	0.8	-22
- COc1ccccc1Nc1nnc(SCC(=O)N2CCCC2=O)s1
→ 0.04	-0.66	29
- O=C(NCCc1ccccc1)c1nc2nc(-c3cccs3)cc(C(F)(F)F)n2n1
→ -0.26	-1.4	38
- COCCNC(=O)C(=O)c1c(-c2ccccc2)[nH]c2ccccc12
→ ·	·	-47
- CC(C)c1ccc(S(=O)(=O)c2ccc(NN)cc2)cc1
→ ·	·	25
- CCN(CC)C1=NC=CC(c2ccccc2)=CC1C (stereo unspecified)
→ -0.18	-0.34	-3
- O=C(COC(=O)/C=C/c1ccc(Cl)cc1)NCCN1C(=O)CSC1=O
→ ·	·	50
- Cc1ccc(-n2nnnc2Sc2ccc(S(=O)(=O)NCCN(C)C)cc2[N+](=O)[O-])cc1
→ -0.34	-0.26	-8
- Cc1ccc(C(=O)CC(=O)c2cccc(F)c2)c(O)c1
→ -1.2	-0.76	5
- COc1ccc2c(c1)SCC/C2=C\CN1C(=O)CCC1=O
→ 1.3	1.5	-40
- CCOC(=O)c1c(C)[nH]c(C(=O)CSc2nnc(C3CC3)n2N)c1C
→ 1.3	1.4	-431
- S=C(NCCN1CCOCC1)N/N=C/c1c2ccccc2cc2ccccc12
→ -1.8	-0.77	-3
- O=C(N1CCOCC1)C12CCC3CC(CC(C3)C1)C2
→ -0.25	0.27	43
- CCCn1c(=O)c(C(=O)Nc2ccccc2C(=O)OCC)c(O)c2ccccc21
→ 0.09	0.2	32
- CC(C)(/C=N/NC(=O)CSCc1ccccc1Cl)CCC#N
→ 1	0.72	-25
- CN(C(=O)CS(=O)(=O)Cc1ccccc1Cl)c1ccccc1
→ ·	·	0
- Cc1ccc(C(=O)N2CCC(Cc3ccccc3)CC2)cc1[N+](=O)[O-]
→ ·	·	-12
- CCOc1ccc(S(=O)(=O)N2CCN(c3ccc(OC)cc3)CC2)c2cccnc12
→ -0.63	-0.8	-64
- O=C(NCc1ccco1)Oc1ccccc1
→ 1	0.38	57
- COc1cccc(C(=O)/C=C/Nc2cc(C)ccc2O)c1
→ -2.3	-1.5	-24
- Cc1cccc(NS(=O)(=O)c2cnc[nH]2)c1
→ 0.09	-0.83	-6
- COc1cccc(C(C#N)N2CCCCC2)c1O (stereo unspecified)
→ 0.12	0.14	47
- COc1ccc(OC)c(-c2csc(NC(=O)CSc3ccc([N+](=O)[O-])cc3)n2)c1
→ -0.13	0.28	-13
- CC(C)c1ccccc1N=C1SCCN1C1CCS(=O)(=O)C1 (stereo unspecified)
→ 0.15	0.06	-36
- Cc1c(C(=O)Nc2cnccn2)oc2ccccc12
→ -0.44	-0.56	-23
- COc1ccc(C2C(C(=O)c3cccs3)=C(O)C(=O)N2c2nnc(C)s2)cc1OC (stereo unspecified)
→ 0.42	-0.57	9
- COc1ccccc1C(=O)NCCc1nc2ccccc2[nH]1
→ 0.54	0.65	·
- Cc1cccc(C(c2c(C)nn(-c3ccccc3)c2N)c2c(C)nn(-c3ccccc3)c2N)c1
→ 0.23	-0.49	13
- CC(/C=N/n1c(-c2ccco2)n[nH]c1=S)=C\c1ccco1
→ -0.37	0.76	·
- O=C(CC(C(=O)O)c1ccccc1)Nc1cccc2ccccc12 (stereo unspecified)
→ 0.33	0.1	·
- Cc1nnc(SCC(=O)N2CCOCC2)c2ccccc12
→ 0.24	-1.5	-6
- O=C1CCCC2=C1C(c1cccs1)n1nc(SCc3ccccc3)nc1N2 (stereo unspecified)
→ -1.1	-1.2	·
- O=C(CC(c1ccccc1)c1ccccc1)NCCO
→ 0.4	-0.56	-27
- CCSc1nnc(NC(=O)c2nc(-c3ccccc3)n(-c3ccccc3)n2)s1
→ -0.92	-0.45	18
- O=C(c1cccc(Br)c1)N1CCN(C(=O)N2CCOCC2)CC1
→ 1.2	0.35	33
- CCn1c(-c2cc(-c3cc(OC)ccc3OC)nc3ccccc23)n[nH]c1=S
→ 0.77	1.6	-24

(next part)
The line under a structure holds: SDO1 yeast rescue	SDO1 yeast rescue Rescue 24 h	Insulin prom inh
- O=[N+]([O-])c1ccccc1-n1cnc2ccccc21
→ ·	·	-72
- Cc1ccc(-c2nn(-c3ccccc3)cc2CO)o1
→ 1.9	2.4	19
- CCC(C)NC(=O)CSc1ccc(NC(C)=O)cc1 (stereo unspecified)
→ -0.4	-0.58	·
- Cc1cc(CN2CCOCC2)c(O)c(C2(C)CCCCC2)c1
→ -2.4	-1.6	25
- C/C(=N/NC(=O)c1ccc(Cl)s1)c1ccc(NC(=O)COc2ccc(Cl)cc2)cc1
→ -0.49	1.4	-32
- C=C(C)CNC(=S)N=Nc1c(O)[nH]c2ccc([N+](=O)[O-])cc12
→ ·	·	-33
- NS(=O)(=O)c1ccc(CCNC(=O)C(=O)c2c[nH]c3ccccc23)cc1
→ 0.6	-0.33	16
- COc1ccc(C(c2c(C)n(C)n(-c3ccccc3)c2=O)c2c(C)n(C)n(-c3ccccc3)c2=O)cc1O
→ ·	·	0
- c1ccc(-n2nnnc2N2CCOCC2)cc1
→ -0.1	-0.01	-36
- COCCNC(=O)C(c1ccccc1C)N(C(=O)Cn1nnc2ccccc21)c1cccnc1 (stereo unspecified)
→ -0.2	-0.6	-225
- CCC(=O)Nc1c(C)cc(C)cc1Cl
→ 0.32	0.1	-38
- CCCc1cc(=O)[nH]c(SCC(=O)c2cc(C)n(C)c2C)n1
→ 0.27	0.2	-47
- CN(CC(=O)NC1CC1)S(=O)(=O)c1ccc(F)cc1
→ ·	·	0
- CCOc1ccccc1N1CCN(C(=O)CCCc2nc3ccccc3s2)CC1
→ 0.19	1.6	-41
- Cc1cc(Cl)c(OCCCn2ccnc2)c(Br)c1
→ 0.36	0.1	0
- O=C1c2cnc3nc(SCc4ccc(Cl)cc4)nn3c2CC2c3ccccc3CCN12 (stereo unspecified)
→ -0.85	-1.5	·
- CC(=O)N(c1ccc(Cl)cc1)c1c[nH]c2ccccc12
→ -0.36	0.12	?
- C=CCn1c(SCC(=O)NC2CCS(=O)(=O)C2)nc2sc(CC)cc2c1=O (stereo unspecified)
→ 1.5	2.3	50
- CN(Cc1ccccc1)C(=O)c1ccccc1NC(=O)c1ccccc1
→ -0.59	-0.6	·
- Cc1c(NC(=O)c2c(NC(=O)CNC3CC3)sc3c2CCCC3)c(=O)n(-c2ccccc2)n1C
→ 1.6	1.1	·
- O=C(COC(=O)c1ccccc1C(=O)c1ccccc1)Nc1ccc(SC(F)F)cc1
→ -0.34	-0.15	19
- Cc1ccc(-n2ncc3c(=O)[nH]c(SCC(=O)N4CCCCC4)nc32)cc1
→ -1	-0.59	·
- Cc1ccnc(NC(=O)/C=C/c2ccccc2Cl)c1
→ -0.28	-0.22	-36
- CCOCCn1c(CN2CCN(c3ccc(OC)cc3)CC2)nc2c1c(=O)n(C)c(=O)n2C
→ ·	·	0
- O=C(Nc1ccc(NC(=O)c2cccs2)cn1)c1ccccc1
→ ·	·	6
- O=C1C2C3c4ccccc4C(c4ccccc43)[C@@H]2c2nc3ccccc3n21 (stereo partly specified)
→ -1.1	-0.87	0
- CCCOc1ccc(C(=O)N2CC3(CC(c4cccc(NC(=O)[C@@H]5CCC(=O)N5)c4)=NO3)C[C@H]2C(=O)NC2(C(N)=O)CC2)cc1 (stereo partly specified)
→ 0.38	0.1	·
- CCOC(=O)C1CCCN(S(=O)(=O)c2ccc(Br)s2)C1 (stereo unspecified)
→ -0.77	-1.9	16
- CCCCN1C2=NCCCN2c2cc(C)c(C)cc21
→ 1	1.4	·
- Cc1noc(C)c1COC(=O)c1ccc2c(c1)OCO2
→ 0.57	0.27	-36
- COC(=O)c1ccccc1NC(=O)CSc1n[nH]c(-c2cccnc2)n1
→ ·	·	19
- C=CCC(O)c1c(-c2ccccc2)nn(C)c1Cl (stereo unspecified)
→ ·	·	8
- CC1CCCN(S(=O)(=O)c2ccc(NC(=O)CN3CCN(C)CC3)cc2)C1 (stereo unspecified)
→ 1.1	2.5	-174
- CC(C)c1nnc(NC(=O)CCCCCN2C(=O)C3C4C=CC(C4)C3C2=O)s1 (stereo unspecified)
→ 0.38	0.07	·
- COc1ccc(CCNC(=O)c2ccc(-c3cccc([N+](=O)[O-])c3)o2)cc1OC
→ ·	·	31
- Cc1cccc(OCCSc2cc(C)nc(N)n2)c1
→ -0.94	-0.97	·
- CCOC(=O)c1sc(NC(=O)c2c(C)noc2C)c(C(=O)OCC)c1C
→ ·	·	32
- CCCC(c1nnnn1Cc1ccc(F)cc1)N1CCN(C2CCCCC2)CC1 (stereo unspecified)
→ -0.08	-0.48	·
- CS(=O)(=O)Nc1nnc(SCC(=O)N(c2ccccc2)c2ccccc2)s1
→ 0.61	0.37	58
- COc1ccccc1OCC(=O)Nc1ccccn1
→ 1.8	3	·

Screens as filed in PubChem.
